# Screening data (PubChem BioAssay)
# MITF act: MITF TRPM1 promoter activation in melanoma cells; SK-MEL-5 TRPM1-promoter luciferase, 24 h; % of positive control, neutral wells = 0; activation, % at 12.5 µM; hit rate 0.75% among 300,000; AID 588334;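 active = mean activation of at least 80% with every replicate also reaching 80%; inconclusive = mean reaches 80% but some replicate falls short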;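 note: 0% = neutral control wells and 100% = parthenolide positive control wells; values of inactives mirror those of a sister screen read the other way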
# Ecoli viability: counter-screen for AddAB inhibitors: E. coli growth inhibition. E. coli V3065 growth, OD600 absorbance, 18 h. inhibition, % at 11.9 µM. hit rate 0.27% among 330,000. AID 449728;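 active = inhibition above the campaign's mean inhibition across all tested compounds plus 3 SD, cut at about 9.9% in these data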;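 note: uninfected addAB+ strain grown without phage in ampicillin broth; 0% = DMSO wells and 100% = ciprofloxacin 0.95 µg/ml wells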
# phage Ecoli inh: E. coli growth loss with phage present; inhibition, % at 11.9 µM; hit rate 0.26% among 360,000; growth absorbance; in the data active = inhibition above about 11%
# SR-BI DiI inh: mouse SR-BI HDL lipid transfer inhibition | Q61009 | ldlA[mSR-BI] CHO cells, DiI-HDL uptake fluorescence, 3 h | inhibition, % at 12.5 µM | hit rate 0.96% among 320,000 | AID 488896;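 active = mean replicate inhibition of at least 70% and a set share of replicates each scoring 70 or more; inconclusive = meets just one of the two criteria; inactive = fails both criteria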;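 note: 0% = median of neutral control wells and 100% = median of positive control wells; values of inactives mirror those of a sister screen read the other way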
# Target sequence (Q61009 whole entry, looked up): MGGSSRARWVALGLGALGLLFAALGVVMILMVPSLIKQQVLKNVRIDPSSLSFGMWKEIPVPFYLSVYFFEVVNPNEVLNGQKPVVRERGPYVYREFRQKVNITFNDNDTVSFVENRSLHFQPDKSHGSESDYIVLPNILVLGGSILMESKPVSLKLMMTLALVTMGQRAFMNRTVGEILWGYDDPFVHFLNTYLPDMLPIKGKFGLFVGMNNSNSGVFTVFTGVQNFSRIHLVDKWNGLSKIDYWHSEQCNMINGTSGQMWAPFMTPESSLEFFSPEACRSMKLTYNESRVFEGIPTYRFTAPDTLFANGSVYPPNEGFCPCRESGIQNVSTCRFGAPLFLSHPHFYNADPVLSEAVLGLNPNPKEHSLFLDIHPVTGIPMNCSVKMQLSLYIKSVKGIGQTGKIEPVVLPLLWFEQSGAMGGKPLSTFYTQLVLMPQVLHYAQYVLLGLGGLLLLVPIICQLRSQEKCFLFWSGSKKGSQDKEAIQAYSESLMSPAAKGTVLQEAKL
# SR-BI DiI-HDL act: enhances SR-BI lipid uptake from DiI-HDL; CHO ldlA[mSR-BI] cells, DiI-HDL uptake fluorescence, 3 h; 100 = double the neutral-control signal; activation, % at 12.5 µM; hit rate 0.096% among 320,000;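 active = mean replicate activation of at least 60% and every replicate at or above 60%; inconclusive = mean or all-replicate condition met, but not both; inactive = mean below 60% and not all replicates reaching 60%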;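 note: 0% = median plate neutral-control signal and 100% = twice that signal; values of inactives mirror those of a sister screen read the other way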
#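 System: CHO ldlA[mSR-BI] cells / Medium: HEPES-buffered (25 mM, pH 7.4) F12 plus 0.5% BSA / Probe or stimulus: labelled HDL, 10 µg/mL / Doses: single compound concentration, delivered by pin transfer / Schedule: 3 h, 37 °C / Measured by: DiI fluorescence, bottom read / Measure: cell-associated DiI fluorescence as measure of HDL uptake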
# AddAB inh: less growth of phage-infected E. coli with AddAB. E. coli expressing H. pylori AddAB, absorbance growth. AID 435030. inhibition, % at 11.9 µM. hit rate 0.29% among 330,000; in the data active = inhibition above about 12%;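 note: 0% = vehicle wells of infected cells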
# Wnt act: activates Wnt/beta-catenin signaling in a reporter cell assay | activation, % at 9.35 µM | activator, plate reader | hit rate 1.2% among 300,000; in the data active = activation above about 30%, passing the limit was not always enough; inconclusive = no clear call, values can overlap the other calls;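 note: 0% = neutral control wells and 100% = positive control wells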
# CAL PDZ FP-1: inhibitors of human CAL PDZ peptide binding. Q9HD26. purified CAL PDZ, TMR-peptide fluorescence polarization, 1 h. inhibition, % at 24.9 µM. hit rate 0.92% among 300,000. AID 602252;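 active = mean inhibition of at least 30% with at least half of replicates also reaching 30%; inconclusive = no clear call, values can overlap the other calls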;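 note: 0% = DMSO neutral control and 100% = excess unlabeled competitor peptide PRC23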
# Tat transport: E. coli Tat transport inhibition. inhibition, % at 10 µM. E. coli MC4100 TorA-mCherry Tat export, fluorescence. hit rate 0.036% among 340,000. AID 488895;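 active = mean replicate inhibition at least 50% and at least half of replicates individually reaching 50%; inconclusive = only one of the two criteria met; inactive = neither criterion met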;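 note: exported cargo escapes ClpAP degradation while cytoplasmic cargo is degraded and loses fluorescence; 0% = median of neutral control wells and 100% = median of NaSCN control wells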
# CAL PDZ FP-2: inhibitors of human CAL PDZ peptide binding. AID 504414. hit rate 0.02% among 330,000. purified CAL PDZ, TMR-peptide fluorescence polarization, 1 h. Q9HD26. inhibition, % at 20 µM;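 active = highest replicate inhibition of at least 40%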;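 note: plate controls were DMSO neutral control wells for no effect and unlabeled competitor peptide control wells for full effect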
#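 material = purified tagged CAL PDZ domain construct (CerCALP) | buffer or medium = sodium phosphate/NaCl buffer pH 7.4 with TCEP, IgG, Thesit | reagent = TMR-labelled reporter peptide T*-PRC34 bound in PDZ groove | incubation = 1 h room-temperature incubation prior to read | measured by = fluorescence polarization (mP) | evaluation = percent inhibition from loss of millipolarization | control set = unlabelled peptide and DMSO controls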
# * = called active by the depositor; ? = inconclusive; / = not tested or not shown. Compounds as they come (roughly 3.6% active in at least one column).
SMILES,MITF act,Ecoli viability,phage Ecoli inh,SR-BI DiI inh,SR-BI DiI-HDL act,AddAB inh,Wnt act,CAL PDZ FP-1,Tat transport,CAL PDZ FP-2
CCOc1ccc(NC(=O)c2cccc(OC(=S)N3CCOCC3)c2)cc1,11.4,1.1,1.4,7.2,-7.2,-0.9,-0.2,0.3,0.4,-0.4
Cn1c(COc2ccc(Cl)cc2)nnc1SCC(=O)NC1CCCCC1,3.1,-1.0,3.0,-9.7,9.7,1.2,/,-1.6,2.4,/
COc1ccc(CCNC(=O)CCCN2C(=O)c3ccccc3C2=O)cc1,3.3,-3.2,3.2,-1.3,1.3,3.2,9.5,0.2,-4.5,0.5
O=c1cc(CN2CCN(c3ccc(F)cc3)CC2)nc2sccn12,-3.7,1.1,1.7,-4.5,4.5,1.0,/,0.6,-6.4,-0.9
CCn1ccnc1[C@@H]1C[C@H]2CN(c3ccccc3OC)C(=O)[C@]23CCCN13,12.1,0.0,2.7,-7.1,7.1,-1.9,2.5,-1.5,-3.4,0.1
Cc1nc(SCC(=O)Nc2cc(S(=O)(=O)N3CCOCC3)ccc2Cl)nc(C)c1C,-7.7,-1.2,-2.2,4.1,-4.1,-0.6,-2.1,-4.6,4.7,-0.4
COc1cc(C(=O)NCCc2ccc3c(c2)OCCO3)ccc1OCC(=O)N1CCOCC1,-12.6,-0.6,1.0,-13.3,13.3,2.8,/,/,-4.2,-0.7
CCOC(=O)C1CCN(Cc2cc(C(C)C)c(O)c(C(C)C)c2)CC1,-3.4,0.2,2.8,5.7,-5.7,4.1,-1.9,-5.0,1.7,-1.0
Cc1ccc(-c2nc3ncccc3n2O)cc1,-0.6,1.0,6.1,-12.2,12.2,-0.8,1.2,-3.1,7.5,-0.4
O=C(COc1cccc(C(F)(F)F)c1)Nc1ccc(S(=O)(=O)N2CCCC2)cc1,2.8,1.6,6.2,23.5,-23.5,2.8,-4.4,-2.4,7.7,-1.1
Cc1oc(-c2ccccc2)nc1CS(=O)CC(=O)NC1CCCC1 (centres undefined),-7.2,-0.9,1.1,-19.3,19.3,1.1,3.1,/,5.5,-1.1
O=S(=O)(c1ccc(SCc2ccc(Br)cc2)nc1)N1CCOCC1,/,0.0,-0.8,14.5,-14.5,2.9,-4.5,-5.5,3.5,-0.2
CCOc1ccccc1/C=c1\sc2nc(-c3ccco3)nn2c1=O,-4.4,-0.9,-2.1,-15.7,15.7,1.5,/,-3.2,0.5,-2.3
COc1ccc(C)cc1-n1nnnc1SCC(=O)N1CCC(C(=O)Nc2nccs2)CC1,-6.3,0.2,2.5,40.0,-40.0,2.4,/,/,25.4,0.0
CC(=O)c1c(C)nc(C)nc1NC(=O)C(C)C,8.9,0.8,1.1,-14.1,14.1,0.5,-2.3,-0.6,0.0,-0.1
Cc1ccc(NC(=O)C2CCN(C(=O)[C@@H]3Cc4ccccc4CN3)CC2)cc1,37.1,-0.3,0.0,-6.9,6.9,1.4,6.7,7.3,-1.2,-0.2
CC(=O)N1CCN(C(=S)c2ccc(N(C)C)cc2)CC1,5.5,-0.5,-0.2,21.1,-21.1,0.4,-1.1,-6.6,3.4,0.2
Cc1ccc(S(=O)(=O)ON=C2CCN(S(=O)(=O)c3ccccc3)CC2)cc1,7.5,-0.7,-0.5,3.5,-3.5,0.7,-2.8,0.0,2.7,0.6
CC(C)CN1CCNC(=O)C1CC(=O)NCCCN1CCCc2ccccc21 (centres undefined),-12.8,1.3,2.8,/,/,1.0,-1.2,-1.1,14.9,-2.0
O=C(CCCCn1c(=S)[nH]c2ccsc2c1=O)NCc1ccc2c(c1)OCO2,-6.7,1.0,4.1,39.5,-39.5,1.7,-1.1,-3.6,-8.8,-1.8
COc1ccc(OC)c(NC(=O)CCN2CCC(C)CC2)c1,0.2,-0.2,-0.5,1.5,-1.5,0.6,/,3.6,-14.4,0.0
COc1cccc(C(=O)N(CN2CCCC2=O)c2cccc(Cl)c2)c1,/,0.1,1.6,-16.2,16.2,0.7,/,-0.7,-2.4,-1.0
COc1cc2c(cc1OC)CN(C(=O)c1sc(-c3cnccn3)nc1C)CC2,/,0.9,3.4,-7.4,7.4,0.6,22.1,-21.1,5.4,0.3
O=C(Nc1ccc(N2CCCC2)cc1)c1ccc([N+](=O)[O-])cc1Cl,10.0,0.4,0.1,59.8,-59.8,5.0,-1.1,-0.2,0.2,-1.9
Cc1c(C)c2ccc(OCC(=O)Nc3ccccc3C(N)=O)cc2oc1=O,29.0,-3.3,2.5,6.1,-6.1,1.0,22.1,5.4,4.8,-1.0
SMILES,MITF act,Ecoli viability,phage Ecoli inh,SR-BI DiI inh,SR-BI DiI-HDL act,AddAB inh,Wnt act,CAL PDZ FP-1,Tat transport,CAL PDZ FP-2
Cc1c(C)n(C(=O)CN2CCN(c3ccccc3)CC2)c2ccccc12,15.2,1.9,-1.6,13.4,-13.4,0.0,/,1.9,1.5,-0.9
Cc1ccc(C(=O)Nc2ccccc2C(=O)O)cc1S(=O)(=O)NCc1ccccc1,-3.8,0.3,3.1,-10.4,10.4,-0.2,1.0,-3.8,0.3,-3.1
C=CCNCCCCOc1ccc(OCc2ccccc2)cc1,42.0,1.4,3.7,4.5,-4.5,3.8,-1.6,-4.0,-2.9,-3.8
CN(C)CCNC(=O)C(=O)NCC1CCCN1S(=O)(=O)c1cccs1 (centres undefined),-8.2,0.8,-0.1,-25.1,25.1,0.2,-1.5,-3.0,-0.3,-2.3
Nc1ccccc1C(=O)NC(=O)Nc1ccc(Oc2ncc(Br)cn2)c(Cl)c1,/,/,3.0,51.9,-51.9,/,-18.0,0.8,-1.5,0.7
COc1ccc([C@@H]2[C@@H]3C(=O)N(C(C)(C)C)C(=O)[C@@H]3[C@]3(Cc4ccccc4)C(=O)N(c4ccc(OC)cc4)C(=O)N23)cc1,1.5,-0.7,1.8,-26.6,26.6,-0.1,-0.4,1.6,-4.3,0.2
O=C(CN(C(=O)CNS(=O)(=O)c1ccccc1)C1CCCC1)NCc1ccco1,-4.2,-1.5,0.2,-5.6,5.6,2.2,/,-1.9,1.3,0.9
C/C(=N\NC(=O)CCc1c[nH]c2ccccc12)c1ccc([N+](=O)[O-])cc1,-1.5,-4.9,5.2,38.5,-38.5,-0.8,1.5,0.4,-4.9,-0.1
Cc1c(NC(=O)CSc2n[nH]c(=O)n2-c2ccccc2)c(=O)n(-c2ccccc2)n1C,4.0,0.3,3.6,-10.3,10.3,-1.8,-1.9,-4.4,19.1,/
CCc1ccc(N2CC(C(=O)NCc3ccc4c(c3)OCO4)CC2=O)cc1 (centres undefined),-6.4,-3.0,1.8,-30.2,30.2,-0.1,/,-5.2,3.1,/
CCc1nnc(NC(=O)CC(CN(C)S(=O)(=O)c2ccccc2)c2ccccc2)s1 (centres undefined),-11.4,-0.7,-1.1,-12.0,12.0,-2.3,-1.4,/,-4.3,-0.2
CCCCN1CC(O)=C(c2nc(-c3ccc(Br)cc3)cs2)C1=N,-8.8,2.4,1.6,?,-74.3,-1.3,-3.0,1.2,1.9,1.0
O=C(CS(=O)(=O)Cc1ccccc1)Nc1ccc(Cl)cn1,-10.5,0.8,3.2,-10.9,10.9,5.5,0.7,-2.3,-13.5,-0.1
O=C(c1ccc(Cl)c(S(=O)(=O)N2CCCC2)c1)N1CCN(c2ccccc2)CC1,-10.5,1.3,4.5,-16.3,16.3,3.4,-2.7,-2.5,-8.4,-0.2
Cc1ccccc1-n1ncc2c(SCC(=O)N3c4ccccc4CC3C)ncnc21 (centres undefined),6.3,-1.4,1.2,47.0,-47.0,2.0,-5.4,3.5,25.0,-2.2
O=C1NC(=O)C(c2ccccc2)(C2CCCC2)N1 (centres undefined),-4.0,/,3.8,4.4,-4.4,/,-5.5,1.6,8.8,-0.5
C#CCOCCOCCOCCNc1nc(N2CCN(C(=O)[C@H](Cc3cc4ccccc4[nH]3)n3cc([C@@H](N)CC(C)C)nn3)CC2)nc(N2CCN(C(=O)[C@H](Cc3cc4ccccc4[nH]3)n3cc([C@@H](N)CC(C)C)nn3)CC2)n1,-1.5,2.1,/,-28.6,28.6,0.8,/,-5.9,1.2,-0.7
CCc1c(C)nc2ncnn2c1N1CCC(C(=O)N2CCN(c3ccc(F)cc3)CC2)CC1,5.7,-2.9,1.6,12.5,-12.5,-0.3,/,/,-2.8,-2.3
CN(C)S(=O)(=O)c1ccc(/C(O)=C2/C(=O)C(=O)N(Cc3cccnc3)C2c2cccs2)cc1 (centres undefined),4.3,-0.2,2.6,-11.9,11.9,4.8,0.1,-0.8,-1.3,-1.8
O=C(O)c1cc(NC(=O)c2ccc3c(c2)C(=O)N(Cc2cccnc2)C3=O)cc(C(=O)O)c1,-1.8,-0.8,2.3,-25.5,25.5,-2.5,-8.8,-15.8,-2.9,-1.6
Cc1nn(CC(=O)NC2CCS(=O)(=O)C2)c(C)c1S(=O)(=O)N(C)C (centres undefined),/,1.6,1.5,-13.2,13.2,0.4,0.1,-6.3,-7.4,-0.5
COc1ccc(NC(=O)CN2C(=O)NC(C)(c3ccc(C)cc3)C2=O)c([N+](=O)[O-])c1 (centres undefined),47.9,-0.9,0.9,-3.7,3.7,5.7,-2.2,-4.2,4.5,-3.8
Cc1cccc(OCCOc2ccccc2C=C(C#N)C#N)c1,1.4,-2.6,2.8,9.1,-9.1,0.6,7.8,-6.6,1.6,-0.8

# Fetched by structure from the entries so far (four):
SMILES,MITF act,Ecoli viability,phage Ecoli inh,SR-BI DiI inh,SR-BI DiI-HDL act,AddAB inh,Wnt act,CAL PDZ FP-1,Tat transport,CAL PDZ FP-2
C=CCNCCCCOc1ccc(OCc2ccccc2)cc1,42.0,1.4,3.7,4.5,-4.5,3.8,-1.6,-4.0,-2.9,-3.8
COc1ccc(NC(=O)CN2C(=O)NC(C)(c3ccc(C)cc3)C2=O)c([N+](=O)[O-])c1 (centres undefined),47.9,-0.9,0.9,-3.7,3.7,5.7,-2.2,-4.2,4.5,-3.8
Cc1c(C)n(C(=O)CN2CCN(c3ccccc3)CC2)c2ccccc12,15.2,1.9,-1.6,13.4,-13.4,0.0,/,1.9,1.5,-0.9
C/C(=N\NC(=O)CCc1c[nH]c2ccccc12)c1ccc([N+](=O)[O-])cc1,-1.5,-4.9,5.2,38.5,-38.5,-0.8,1.5,0.4,-4.9,-0.1
